SW480 rerep: A quantitative high throughput screen for small molecules that induce DNA re-replication in SW480 colon adenocarcinoma cells | SW480 DNA re-replication, Hoechst DNA content imaging, 48 h | Potency, µM (top dose mostly 46.1 µM), without a hit: top-dose re-replication activation, usual class: activators | hit rate 1.8% among 340,000 | AID 624297, 2012; also: potency is read from the fitted curve at half-maximal effect; % of control where 0% means no effect; nearly all actives have a fitted effect of over 55% in size
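Quantitative HTS format with DMSO vehicle controls; 48 hr drug incubation at 37 C, then 40 min Hoechst staining and scanning imager measurement at 405 nm excitation.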
HT1080-NT tox: qHTS for induction of synthetic lethality in tumor cells producing 2HG: qHTS for the HT-1080-NT fibrosarcoma cell line | HT-1080-NT fibrosarcoma viability, CellTiter-Glo ATP luminescence, 48 h | Potency, µM (doses to about 46.1 µM), without a hit: at the highest dose activity, negative = less viability, hits mostly cytotoxic | hit rate 1.6% among 360,000 | AID 686970, 2013;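 also: NT is the 2HG producing partner of a matched IDH1 knockdown line; potency is read from the fitted curve at half-maximal effect; 0% = DMSO-treated cells and -100% = media-only wells without cells; nearly all actives have a fitted effect of over 55% in size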
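750 cells/well, RPMI + 5% FBS; 2 h settle, compound pin-transfer, 48 h at 37 degrees C. CellTiter-Glo 10 min RT, luminescence. Normalized to DMSO and media-only wells.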
HT1080 IDH1KD tx: qHTS for induction of synthetic lethality in tumor cells producing 2HG: qHTS for the HT-1080-IDH1KD cell line; HT-1080 IDH1 knockdown viability, ATP luminescence, 48 h; Potency, µM (series often up to 46.1 µM), without a hit: at the top dose activity, negative = toxicity, actives largely listed as cytotoxic; hit rate 2% among 360,000; AID 686971, 2013;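 also: potency is read from the fitted curve at half-maximal effect; 0% = DMSO wells and -100% = cell-free medium wells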
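In this qHTS, HT-1080 cells depleted of IDH1 are exposed for 48 h at 37 °C to compound titrations. Toxicity is scored from CellTiter-Glo luminescence, with DMSO as full viability and medium alone as none.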
KB-3-1 cytotox: qHTS assay for MDR1-selective chemotherapeutics: Primary screen using the parental adenocarcinoma cell KB-3-1 | Potency, µM (highest dose often 46.1 µM), for inactives: at the highest dose activity change, negative = cytotoxic, usual class: cytotoxic | hit rate 1.4% among 400,000 | KB-3-1 viability, CellTiter-Glo ATP luminescence, 72 h; also: potency is read from the fitted curve at half-maximal effect; % is scaled to controls: 0 for no effect and ±100 for the full control effect; nearly all actives have a fitted effect of over 60% in size
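KB-3-1 parental drug-naive adenocarcinoma cells in DMEM/10% FBS, incubated 72 h at 37 C with pin-transferred compounds across a concentration series. Viability by CellTiter-Glo luminescence; concentration-response curves fitted after normalization.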
GLP-1R agonist: qHTS of GLP-1 Receptor Agonists. Glucagon-like peptide 1 receptor (Homo sapiens), P43220. HEK293 GLP-1R CRE-luciferase, luminescence, 4-6 h; cells express a hypersensitive GLP-1R form. Potency, µM (highest dose often 45.6 µM), for inactives: at the highest dose activation, actives largely listed as activators. hit rate 0.007% among 380,000; also: potency is read from the fitted curve at half-maximal effect; % of control where 0% means no effect
Target sequence (P43220 whole entry, looked up): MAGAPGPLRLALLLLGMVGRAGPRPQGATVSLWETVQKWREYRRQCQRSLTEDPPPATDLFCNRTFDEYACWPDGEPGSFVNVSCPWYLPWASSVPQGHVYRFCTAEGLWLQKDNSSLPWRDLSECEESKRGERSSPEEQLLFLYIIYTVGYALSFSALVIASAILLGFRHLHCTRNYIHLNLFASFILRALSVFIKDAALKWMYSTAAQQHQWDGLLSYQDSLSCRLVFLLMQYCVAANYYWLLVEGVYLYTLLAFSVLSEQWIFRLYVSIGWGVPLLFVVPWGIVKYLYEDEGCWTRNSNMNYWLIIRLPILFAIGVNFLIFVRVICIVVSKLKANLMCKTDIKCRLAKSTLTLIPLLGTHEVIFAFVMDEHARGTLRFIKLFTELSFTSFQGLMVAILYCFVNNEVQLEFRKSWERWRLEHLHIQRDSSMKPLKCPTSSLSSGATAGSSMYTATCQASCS
D3 antag: qHTS of D3 Dopamine Receptor Antagonist: qHTS; D(3) dopamine receptor (Homo sapiens), P35462; D3R cells, DiscoveRx beta-arrestin luminescence, antagonist mode; active compounds read low; max response, negative = inhibition, %; hit rate 2.5% among 360,000; AID 652054, 2013; in the data active = max response below about -50%; inconclusive = no clear call, values can overlap the other calls; also: % is scaled to controls: 0 for no effect and ±100 for the full control effect; mostly tested at two doses, the higher about 12 µM
Target sequence (P35462 whole entry, looked up): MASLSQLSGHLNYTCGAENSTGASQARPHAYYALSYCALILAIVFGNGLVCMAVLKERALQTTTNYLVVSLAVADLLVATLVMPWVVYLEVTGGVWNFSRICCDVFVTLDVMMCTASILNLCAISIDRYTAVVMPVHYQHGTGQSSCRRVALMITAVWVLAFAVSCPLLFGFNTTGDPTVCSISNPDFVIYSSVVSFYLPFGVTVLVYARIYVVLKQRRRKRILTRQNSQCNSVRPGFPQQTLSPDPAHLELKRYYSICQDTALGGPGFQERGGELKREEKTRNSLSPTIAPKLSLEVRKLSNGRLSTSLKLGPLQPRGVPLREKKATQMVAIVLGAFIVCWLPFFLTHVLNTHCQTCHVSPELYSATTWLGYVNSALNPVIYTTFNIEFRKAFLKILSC
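Cells expressing the human receptor were seeded at 1500 cells/well, incubated overnight at 37 degrees C in 5% CO2, then exposed to library compounds with dopamine controls for 90 minutes at 37 degrees C before luminescent detection.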
KB-V1 cytotox: qHTS assay for MDR1-selective chemotherapeutics: Primary screen using the drug-selected MDR subline cells KB-V1; KB-V1 MDR cells viability, CellTiter-Glo, 72 h; Potency, µM (top dose mostly 46.1 µM), for inactives: at the top dose activity change, negative = cytotoxicity, hits mostly cytotoxic; hit rate 3.4% among 400,000; also: potency is read from the fitted curve at half-maximal effect; % is scaled to controls: 0 for no effect and ±100 for the full control effect; nearly all actives have a fitted effect of over 60% in size
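Luminescent ATP read-out (CellTiter-Glo, 10 min) measures survival of drug-selected KB-V1 MDR cells after 72 h, 37 degrees C compound exposure. Medium: phenol-red-free DMEM, 10% FBS. Values from fitted concentration-response curves.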
DRD3 agonist: qHTS of D3 Dopamine Receptor Agonist: qHTS; max activation, %; D3R DiscoveRx beta-arrestin cells, luminescence, 90 min; D(3) dopamine receptor (Homo sapiens), P35462; hit rate 0.58% among 410,000; AID 652048, 2013; in the data active = max activation above about 30%; also: 0% is about no effect; mostly tested at two doses, the higher about 12 µM
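Agonist-mode cell screen: cells plated at 1500/well and incubated overnight at 37 °C, then exposed to library compounds for 90 min at 37 °C. Detection reagent was added for 30–60 min at room temperature, and luminescence was read.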
IL1B secr inh: qHTS for Inhibitors of Inflammasome Signaling: IL-1-beta AlphaLISA Primary Screen | THP-1 LPS/ATP IL-1B secretion, AlphaLISA, 16 h; active compounds read low | activity change, % at 57.5 µM | hit rate 4.7% among 360,000; in the data active = activity change below about -50%; inconclusive = mostly about -30% to -49%; also: % is scaled to controls: 0 for no effect and ±100 for the full control effect
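Secreted IL-1B measured by AlphaLISA bead assay after 16 h compound exposure of THP-1 cells; compounds (final up to 57.5 uM) added 1 h before LPS (250 ng/mL) and ATP (1.25 mM) stimulation; lower signal means less secretion.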
The depositor's hits bear a star; ? = inconclusive; · = no result given; & = joins results of further samples; [ ] = another dose, or the depositor's remark. Unless noted, calls follow the shape of the dose curve; as a rule, active = well fitted curve in the direction sought with a large enough effect; inconclusive = small, poorly fitted or top-dose-only effect, or another doubt; inactive = no such curve, though single readings can be large; an effect the other way counts as inactive or inconclusive.

#	structure	D3 antag	KB-3-1 cytotox	SW480 rerep	IL1B secr inh	DRD3 agonist	HT1080-NT tox	HT1080 IDH1KD tx	KB-V1 cytotox	GLP-1R agonist
1	CC(=O)C1C(=O)CC(C)(O)C(C(C)=O)C1c1ccc(N(C)C)cc1 (centres undefined)	-9	1%	-3%	7	8	1%	-5%	-15%	2%
2	Cc1ccc(CSc2nc3sc(C)c(C)c3c(=O)n2Cc2ccco2)cc1	36	2%	-12%	-20	3	6%	3%	0%	-9%
3	Cc1ccc(NC(=O)CSc2nnc(C3CC3)n2N)cc1S(=O)(=O)N1CCOCC1	14	10%	14%	0	5	21%	9%	4%	5%
4	CCN(CC)CCNC(=O)c1sc2nc(-c3ccccc3)cn2c1C	-11	6%	-5%	-15	-8	3%	-9%	-2%	2%
5	CCc1cccc(C)c1NC(=O)CSc1nc2ccncc2[nH]1	8	-11%&-19%	3%	39	1&-2	-4%	1%	?	-5%
6	COc1ccc(C(=O)ON=C2CCN(C)CC2)cc1	5	4%	-4%	24	5	6%	7%	8%	1%
7	Clc1ccc2[nH]c3c(c2c1)CNCC3	-98*	-1%	8%	-29	-34	?	?	-8%	-1%
8	CN(C)CCNC(=O)C1(O)c2cc(Br)ccc2NC(=O)N1c1ccc(Cl)cc1 (centres undefined)	3	-2%	12%	-9	-12	6%	-3%	?	5%
9	Cc1c(OCC(=O)NCCN2CCOCC2)ccc2c1oc(=O)c1ccccc12	86	7%	-19%	-9	17	11%	9%	?	8%
10	CCOc1ccc(-c2ccc(SCC(=O)Nc3nnc(C)s3)nn2)cc1	7	-11%	-2%	-12	6	-4%	4%	-8%	5%
11	CCOC(=O)c1[nH]c2ccc(F)cc2c1NC(=O)C(C)N1CCc2cc(OC)c(OC)cc2C1 (centres undefined)	-55*	16µM*	16µM*	0	-11	?	16µM*	?	6%
12	CC(=O)Nc1ccc(S(=O)(=O)N(CCc2ccccc2)CC(=O)N/N=C/c2ccc(C(=O)O)cc2)cc1	-8	-1%	-3%	-7	-1	3%	1%	-9%	-1%
13	CN1CCN(C(=O)CN(c2cccc(Cl)c2)S(=O)(=O)c2ccccc2)CC1	-14	-2%	3%	-1	-4	6%	0%	0%	-4%
14	C/C=C/Cn1c(N(C)Cc2ccccc2)nc2c1c(=O)[nH]c(=O)n2C	21	0%	-4%	-9	19	7%	-2%	-20%	15%
15	Cc1ccc(N)c(C(=O)CCCCC(=O)O)c1	18	-5%	-3%	10	-40	8%	7%	-1%	-11%
16	NS(=O)(=O)c1ccc(NC(=O)CN2CCCC2)cc1	21	17%	8%	-5	-1	1%	1%	5%	0%
17	O=C(CCNS(=O)(=O)c1cccs1)N1CCN(c2cccc(Cl)c2)CC1	1	-6%	1%	-12	2	-18%	0%	?	4%
18	Cc1cccc(Nc2sc(C(=O)c3cc4cc(Cl)ccc4o3)c(N)c2C#N)c1	-11	-1%	-5%	18	0	2%	1%	4%	16%
19	O=C(OCc1ccccc1)c1cn(-c2ccccc2)nc1-c1ccncc1	6	-3%	-4%	61	-1	-2%	-1%	18%	1%
20	COc1ccc([N+](=O)[O-])cc1/C=N/NC(=O)c1nonc1N	4	-2%	18µM*	28	-5	?	-28%	0%	3%
21	CCN(c1ccccc1)S(=O)(=O)c1ccc(Cl)c(C(=O)O)c1	0	11%	-37%[inhibitor][1.84 µM]	11	11	7%	6%	40%	0%
22	COc1ccc(N2c3ccccc3CN(Cc3ccccc3)CC2Cc2cc(OC)c(OC)c(OC)c2)cc1 (centres undefined)	17	6%	·	-21	-1	-1%	5%	-9%	3%
23	Cc1ccc(S(=O)(=O)N2CCN(C3CC(=O)N(CCc4ccccc4)C3=O)CC2)cc1C (centres undefined)	-3	1%	-4%	-5	16	0%	-2%	1%	-4%
24	COc1ccc(C(=O)/C=C/c2cccnc2)c(OC)c1	-4	?	?	-97*	0	?	?	?	-6%
25	Cc1cc2oc(=O)cc(CN(C)Cc3cccc(F)c3)c2cc1Cl	15	-5%	-18%	9	3	-12%	11%	-2%	5%
26	O=C(CSc1nc2ncc(Cl)cc2[nH]1)Nc1ccccc1-c1ccccc1	12	-1%	?	-20	-4	?	?	-20%	8%
27	COc1cc(-c2nc(S(=O)(=O)c3ccc(Cl)cc3)c(N(C)C)o2)cc(OC)c1OC	-4	?	1%	-6	-7	21%	26%	?	-3%
28	CCCCCCCCn1c(=O)c(C(=O)OCC)c(O)c2ccccc21	13	7%	-1%	14	9	-3%	-3%	-16%	-12%
29	CCOc1ccc(N2C(=O)Nc3ccc(Br)cc3C2(O)C(=O)NCCN(C)C)cc1 (centres undefined)	-6	10%	1%	1	2	7%	8%	21%	0%
30	Cc1nn(-c2ccccc2)c(N)c1C(c1ccc(C(C)C)cc1)c1c(C)nn(-c2ccccc2)c1N	-24	-5%	-1%	?	3	6%	17%	?	2%
31	COc1ccccc1NC(=O)Nc1nc(CC(=O)Nc2cc(F)ccc2F)cs1	19	15%	-5%	-12	-10	-2%	-23%	?	-6%
32	O=C(NCc1ccccc1Cl)c1ccc2sc([C@@H]3O[C@H](CO)[C@H](O)[C@H](O)[C@H]3O)nc2c1	-9	17%	·	11	0	2%	1%	5%	-6%
33	CCOc1ccc(CCNC(=O)c2ccc3nc(N4CCOCC4)sc3c2)cc1OCC	-4	-10%	-4%	23	9	15%	0%	?	8%
34	CCOC(=O)C1=CCC(c2ccc(C#N)cc2)N(S(=O)(=O)c2ccc(C)cc2)C1 (centres undefined)	-11	0%	·	22	-11	-26%	?	-1%	9%
35	COC(=O)c1oc2c(c1C)C(=O)CC(C)(C)C2	7	13%	-4%	9	7	-10%	21%	5%	1%
36	O=S(=O)(/C=C/c1ccccc1)NC1CCCCCC1	-19	-3%	1%	-11	-10	-5%	0%	?	10%
37	O=C(CC1Oc2ccccc2NC1=O)NC1CCCC1 (centres undefined)	9	-7%	-17%	4	-1	2%	1%	0%	2%
38	COc1ccc(/C=C/C(=O)OCC(=O)NCCc2ccccc2)c(OC)c1	7	-2%	-6%	5	-6	5%	11%	?	27%
39	CS(=O)(=O)c1nc(-c2ccccc2)c(-c2ccccc2)[nH]1	-4	6%	0%	-12	1	11%	13%	-12%	19%
40	O=C(NCc1ccccc1F)Nc1ccc([N+](=O)[O-])cc1	-10	-6%	-2%	-15	-13	-10%	-4%	?	11%
41	COc1ccc2cc(C(=O)NCCc3ccccc3)[nH]c2c1	-1	22%	-12%	-16	-2	14%	5%	?	9%
42	CCOC1=NS(=O)(=O)c2ccccc21	5	4%	-4%	42	-1	15%	10%	10%	-3%
43	COc1ccccc1NC(=O)c1ccccc1NS(C)(=O)=O	-25	6%	3%	0	7	8%	17%	15%	-1%
44	C#CCNC(=O)C[C@@H]1C[C@@]2(C(=O)OCC)CCCC=C2N(Cc2ccc3c(c2)OCO3)C1=O	3	8%	·	3	-9	2%	-12%	0%	-1%
45	O=C(O)C1CCCN1S(=O)(=O)c1cccc(S(=O)(=O)N2CCCC2C(=O)O)c1 (centres undefined)	1	-5%	3%	6	-25	15%	5%	1%	-2%
46	COc1ccc(-n2nnc(C(=O)Nc3ccccc3F)c2N)cc1	·	-4%	·	·	7	·	·	4%	-2%
47	Cc1nc(SCC(=O)c2cc(C)n(C3CC3)c2C)c2ccccc2n1	50	-1%	·	8	15	5%	2%	?	8%
48	COc1cccc(OC)c1C(=O)Nc1ccc([N+](=O)[O-])cn1	19	2%	-4%	29	3	8%	9%	10%	10%
49	Cc1cc(=O)[nH]c(SCc2cccc(F)c2)n1	8	-4%	-5%[9.22 µM]	12	-1	1%	0%	4%	5%
50	Cc1ccccc1OC(C)C(=O)N1CCC(Cc2ccccc2)CC1 (centres undefined)	-12	-17%	-2%	-55*	-2	-1%	-16%	-7%	12%
51	NS(=O)(=O)c1ccc(NC(=O)COC(=O)c2cnc(Cl)c(Cl)c2)cc1	-4	-2%	-2%	-75*	2	3%	-3%	?	1%
52	O=C(CN(CCc1ccccc1)C(=O)CNS(=O)(=O)c1ccccc1)NCc1ccco1	-4	-5%	6%	-2	-3	-3%	-2%	0%	-12%
53	O=C(CSc1ncn[nH]1)N1CCOCC1	2	0%	-1%	-3	0	-6%	-5%	9%	-2%
54	CC(=O)c1cccc(NC(=O)COC(=O)CC2CC3CCC2C3)c1 (centres undefined)	-8	·	-11%	11	8	2%	3%	·	0%
55	Cc1cc(Cl)ccc1NC(=S)NCC(C)C	-13	0%	-2%	-4	-3	2%	-1%	-6%	3%
56	O=C(O)C(Cc1ccccc1)N1C(=O)C2CCCCC2C1=O (centres undefined)	-9	3%	1%	8	4	13%	-4%	2%	-1%
57	COC(=O)[C@H](CC(C)C)NS(=O)(=O)N(Cc1ccccc1)[C@@H](CC(C)C)C(=O)OC	8	?	-2%	15	-6	7%	1%	?	3%
58	Cc1cc(=O)[nH]c(SCC(=O)NN(c2ccccc2)c2ccccc2)n1	-3	?	-4%	0	3	-1%	-1%	0%	-4%

Screens: PubChem, National Center for Advancing Translational Sciences (NCATS)
